TR SRC2 fluor cs – Total Fluorescence Counterscreen for Inhibitors of the Interaction of Thyroid Hormone Receptor and Steroid Receptor Coregulator 2. TRb/SRC2 Texas Red total fluorescence interference. Potency, µM (top dose mostly 106 µM), without a hit: at the top dose fluorescence change, negative = quenching. 0.29% of 280,000 active; active = well fitted curve in either direction with a large enough effect; inconclusive = small, poorly fitted or top-dose-only effect
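Flags fluorescent or light-absorbing compounds by total fluorescence, S + 2P, at 555 nm excitation and 632 nm emission. Mixture: 20 nM Texas Red SRC2 peptide, 0.6 uM human TRb LBD, 1 uM T3, 5% DMSO; compound exposure 5 h at ambient temperature.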
ALDH1A1 inh – qHTS Assay for Inhibitors of Aldehyde Dehydrogenase 1 (ALDH1A1); Aldehyde dehydrogenase 1A1 (Homo sapiens), P00352; Purified ALDH1A1, NADH fluorescence, propionaldehyde substrate; Potency, µM (highest dose often 75.3 µM), for the others: at the highest dose activity, negative = inhibition, most hits filed as inhibitors; 7.3% of 220,000 active; active = well fitted inhibition curve with a large enough effect, not every such curve was filed as active; inconclusive = small, poorly fitted or top-dose-only effect, or another doubt; inactive = no such curve, though single readings can be large or run the other way;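 also: plate controls were no enzyme wells and a reference inhibitor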
Tau fibril FP – qHTS for Inhibitors of Tau Fibril Formation, Fluorescence Polarization; Microtubule-associated protein tau (Homo sapiens), P10636; K18 P301L tau heparin fibrillization, Alexa594 FP, 6 h; Potency, µM (doses to about 57.7 µM), inactives show top-dose activity, negative = inhibition, most hits filed as inhibitors; 0.39% of 280,000 active; AID 1468, 2008; also: nearly all actives have a fitted effect of over 55% in size
Target sequence (P10636 561-689 P618L limits assumed): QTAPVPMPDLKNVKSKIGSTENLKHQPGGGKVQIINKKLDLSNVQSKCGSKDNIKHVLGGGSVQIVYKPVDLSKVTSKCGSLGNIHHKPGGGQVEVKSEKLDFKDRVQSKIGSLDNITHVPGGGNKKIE
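K18 P301L tau (15 uM unlabeled/0.24 uM Alexa 594-labeled, final) + compound + heparin 20 uM final; 100 mM NaOAc pH 7; 6 hr 37 C; ThT 30 uM final added, 1 hr RT; FP ex 555/em 632 nm.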
L3MBTL1 inh – qHTS Assay for the Inhibitors of L3MBTL1; Lethal(3)malignant brain tumor-like protein 1 (Homo sapiens), Q9Y468; AlphaScreen L3MBTL1–H3K9me1 peptide binding; Potency, µM (highest dose often 57.1 µM), for the others: at the highest dose activity, negative = inhibition, actives largely listed as inhibitors; 0.66% of 230,000 active; also: nearly all actives have a fitted effect of over 60% in size
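Displacement of a biotinylated histone H3(1-15) peptide monomethylated at Lys9 (75 nM) from L3MBTL1 (50 nM) was measured by AlphaScreen after a 30 min room-temperature compound incubation; cefsulodin titration served as intraplate control.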
TRb SRC2 PPI – qHTS for Inhibitors of the Interaction of Thyroid Hormone Receptor and Steroid Receptor Coregulator 2 | Thyroid hormone receptor beta (Homo sapiens), P10828 | TRbeta-SRC2 peptide binding, fluorescence polarization; receptor liganded with 1 µM T3 | Potency, µM (highest dose often 106 µM), for inactives: at the top dose activity change, negative = inhibition, hits mostly inhibitors | 0.065% of 280,000 active | AID 1469, 2008;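 also: plate controls were bound peptide for no effect and peptide without receptor for full effect; nearly all actives have a fitted effect of over 50% in size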
Target sequence (P10828 whole entry, looked up): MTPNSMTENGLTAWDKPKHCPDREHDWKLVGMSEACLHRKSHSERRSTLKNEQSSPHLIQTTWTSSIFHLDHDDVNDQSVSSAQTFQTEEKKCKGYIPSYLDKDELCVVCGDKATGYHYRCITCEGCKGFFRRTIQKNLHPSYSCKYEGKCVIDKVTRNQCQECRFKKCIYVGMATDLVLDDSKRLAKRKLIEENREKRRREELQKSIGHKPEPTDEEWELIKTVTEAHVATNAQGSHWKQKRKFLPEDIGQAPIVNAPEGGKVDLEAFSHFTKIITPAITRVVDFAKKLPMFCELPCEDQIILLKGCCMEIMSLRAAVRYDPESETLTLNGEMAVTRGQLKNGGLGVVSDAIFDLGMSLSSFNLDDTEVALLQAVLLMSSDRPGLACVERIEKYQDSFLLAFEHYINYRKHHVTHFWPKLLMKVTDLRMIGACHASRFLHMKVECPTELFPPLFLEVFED
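Polarization signal, normalized between peptide-alone and full complex controls, measured compound effects on T3-liganded human TRb LBD (0.6 uM) binding 20 nM Texas Red SRC2 peptide after 5 hr.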
aGal spleen mod – qHTS Assay for Inhibitors and Activators of Human alpha-Galactosidase From Spleen Homogenate; Alpha-galactosidase A (Homo sapiens), P06280; human spleen homogenate, 4MU-alpha-Gal fluorescence, 40 min; Potency, µM (top dose mostly 80 µM), without a hit: top-dose activity change, negative = inhibition, hits mostly inhibitors; 0.008% of 240,000 active;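 also: 0% = enzyme with vehicle and -100% = no enzyme basal signal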
Target sequence (P06280 32-429 limits assumed): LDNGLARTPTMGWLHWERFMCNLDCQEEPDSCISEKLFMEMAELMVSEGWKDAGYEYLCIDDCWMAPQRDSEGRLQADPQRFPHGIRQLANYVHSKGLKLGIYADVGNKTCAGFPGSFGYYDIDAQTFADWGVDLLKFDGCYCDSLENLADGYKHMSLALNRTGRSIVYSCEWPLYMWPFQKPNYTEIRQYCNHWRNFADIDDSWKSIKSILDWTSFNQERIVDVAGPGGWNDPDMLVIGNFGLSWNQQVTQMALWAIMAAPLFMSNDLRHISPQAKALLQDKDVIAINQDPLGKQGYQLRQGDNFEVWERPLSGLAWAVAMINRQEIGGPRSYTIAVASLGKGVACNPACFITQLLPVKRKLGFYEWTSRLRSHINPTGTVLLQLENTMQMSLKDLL
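Fluorogenic readout (Ex 365/Em 440 nm) of 4-methylumbelliferone released from 1 mM 4-MU-alpha-galactoside by spleen homogenate, 40 min at 37C, pH 5.0. Data normalized to no-enzyme and enzyme controls; Hill-equation AC50 from compound titrations.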
Tau ThT inhib – qHTS for Inhibitors of Tau Fibril Formation, Thioflavin T Binding | recombinant tau K18 P301L, heparin-induced fibrillization, ThT fluorescence | 2.1% of 270,000 active | Potency, µM (series often up to 57.4 µM), inactives show at the top dose activity, negative = inhibition, actives largely listed as inhibitors; also: nearly all actives have a fitted effect of over 55% in size
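Using a mix of unlabeled (15 uM) and Alexa 594-labeled (0.24 uM) tau K18 P301L, heparin-triggered fibrillization over 6 hr at 37 C was scored by ThT fluorescence.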
Tau fluor cs – Counterscreen qHTS for Inhibitors of Tau Fibril Formation, Fluorescence Polarization. 0.93% of 280,000 active. Potency, µM (doses to about 57.7 µM), without a hit: at the top dose activity change, negative = decrease. tau K18 P301L (four-repeat tau fragment) Alexa594 fluorescence, heparin fibrillization; also: nearly all actives have a fitted effect of over 55% in size
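Human K18 P301L tau (15 uM unlabeled plus 0.24 uM Alexa 594-labeled, final) in 100 mM sodium acetate pH 7 was mixed with compound and 20 uM heparin and incubated 6 hr at 37 C.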
* = called active by the depositor; ? = inconclusive; . = no result given; [ ] = dose if it differs, or a comment. Unless noted, calls follow the shape of the dose curve; as a rule, active = well fitted curve in the direction sought with a large enough effect; inconclusive = small, poorly fitted or top-dose-only effect, or another doubt; inactive = no such curve, though single readings can be large; an effect the other way counts as inactive or inconclusive. Unless noted, % is scaled to controls: 0 for no effect and ±100 for the full control effect; potency is read from the fitted curve at half-maximal effect.

SMILES	TR SRC2 fluor cs	ALDH1A1 inh	Tau fibril FP	L3MBTL1 inh	TRb SRC2 PPI	aGal spleen mod	Tau ThT inhib	Tau fluor cs
COc1cnn(-c2cc(Oc3ccc(C)cc3)ncn2)c(=O)c1Cl	-2.5%	12.6µM*	1.9%	.	-5.3%	-1.7%	-7.2%	-9.4%
CCOc1ccc(N2C(=O)CN(c3cccc4ccccc34)C2=S)cc1	-6.0%	1.5%	5.1%	-0.7%	0.2%	7.0%	-10.6%	-0.5%
O=C(CC1CCCCC1)N1CCN(c2ccccn2)CC1	-1.4%	?	3.7%	.	-4.2%	-14.0%	-10.1%	-0.8%
CCOC(=O)Cn1cc(C(=O)C2CC2)c2ccccc21	-7.0%	0.2%	-1.0%	5.0%	5.4%	2.6%	0.5%	5.2%
Cc1nc2ccccc2nc1OCC(=O)NCC(F)(F)F	-6.8%	-3.9%	6.9%	-0.5%	5.2%	12.3%	5.1%	8.7%
Clc1ccc(-n2cc(COCc3ccccc3)nn2)cc1	-2.8%	-1.2%	-5.9%	30.6%[activator]	-3.4%	0.0%	-13.4%	-13.6%
Cc1ccc(NCc2nnc(SCC(=O)N3c4ccccc4Sc4ccccc43)o2)c(C)c1	-4.4%	-8.1%	7.4%	-1.3%	-2.7%	4.3%	-14.2%	-29.1%
CCC(C(=O)OC)(C(=O)OC)c1ccc([N+](=O)[O-])cc1	-4.9%	?	-4.3%	0.4%	0.5%	5.0%	-7.6%	-4.2%
CCN(CC)CCn1c(NCc2cccc(OC)c2)nc2ccccc21	1.0%	1.6%	-3.4%	.	12.1%	1.6%	-9.2%	-13.2%
Cc1nnc(SCC(=O)Nc2ncc(S(=O)(=O)c3ccc([N+](=O)[O-])cc3)s2)s1	-4.7%	-0.4%	5.9%	8.1%	8.0%	-3.5%	4.7%	-5.8%
COc1ccc(CNC(=O)CN(Cc2cccs2)C(=O)CCC(=O)Nc2ccccn2)cc1	-0.7%	?	2.6%	-0.9%	7.5%	0.9%	-0.4%	-0.9%
CC12CCC(O)CC1=CCC1C2CCC2(C)C1CCC21CCC(=O)O1 (stereo not given)	0.9%	7.3%	-2.5%	2.1%	-2.9%	-9.2%	-4.7%	-5.2%
Cc1cc(SCC(=O)N2CCC(c3noc4ccc(F)cc34)CC2)nc2ccccc12	-2.2%	?	8.6%	-7.8%	-5.6%	-3.5%	-11.2%	-10.4%
COc1ccc(-c2noc(CCCC(=O)O)n2)cc1	0.9%	6.4%	-2.6%	5.4%	-9.5%	7.9%	0.0%	4.8%
Clc1ccc(-c2nnc(SCc3cn4ccsc4n3)n2CC2CCCO2)cc1 (stereo not given)	0.1%	2.9%	-5.4%	1.8%	10.4%	0.9%	-9.3%	-6.5%
CCOC(=O)c1c(C)oc2ncnc(Nc3ccc(CC)cc3)c12	-1.3%	.	-5.0%	.	3.7%	.	-6.4%	-8.3%
COCCNc1oc(/C=C/c2ccccc2)nc1C#N	-2.9%	.	8.6%	.	-2.8%	?	.	-16.5%
CCc1ccc(NS(=O)(=O)c2ccc3[nH]c4c(c3c2)CCCCCC4)cc1	-12.5%	.	?	.	4.4%	.	18.1%	?
Cc1cc(C)nc(-n2nc(C)c3c2NC(=O)CC3c2cccc(O)c2)n1 (stereo not given)	4.7%	.	-0.8%	.	-4.2%	.	-4.7%	-4.6%
Cc1csc2ncc(C(=O)Nc3ccc4c(c3)OCCO4)c(=O)n12	2.8%	8.91µM*	1.7%	-5.1%	4.8%	1.6%	6.2%	5.3%

Quoted at random: 4 records from the list
SMILES	TR SRC2 fluor cs	ALDH1A1 inh	Tau fibril FP	L3MBTL1 inh	TRb SRC2 PPI	aGal spleen mod	Tau ThT inhib	Tau fluor cs
CCc1ccc(NS(=O)(=O)c2ccc3[nH]c4c(c3c2)CCCCCC4)cc1	-12.5%	.	?	.	4.4%	.	18.1%	?
Cc1ccc(NCc2nnc(SCC(=O)N3c4ccccc4Sc4ccccc43)o2)c(C)c1	-4.4%	-8.1%	7.4%	-1.3%	-2.7%	4.3%	-14.2%	-29.1%
CCOc1ccc(N2C(=O)CN(c3cccc4ccccc34)C2=S)cc1	-6.0%	1.5%	5.1%	-0.7%	0.2%	7.0%	-10.6%	-0.5%
CCC(C(=O)OC)(C(=O)OC)c1ccc([N+](=O)[O-])cc1	-4.9%	?	-4.3%	0.4%	0.5%	5.0%	-7.6%	-4.2%

Going on with the list:
SMILES	TR SRC2 fluor cs	ALDH1A1 inh	Tau fibril FP	L3MBTL1 inh	TRb SRC2 PPI	aGal spleen mod	Tau ThT inhib	Tau fluor cs
CC(=O)Oc1ccc(-c2nc(-c3cccnc3)no2)cc1	-0.4%	12.2%	-2.6%	8.0%	5.5%	2.1%	-12.3%	0.7%
O=C(N/N=C/C=C\c1cccc([N+](=O)[O-])c1)c1ccccn1	-30.7%	4.8%	-3.5%	-9.6%	-2.3%	-16.7%	?	-3.3%
CCC[C@@H]1C[C@@]1(CCC)C(NC(=O)OCc1ccccc1)c1ccc(-c2ccccc2)cc1 (stereo not given in full)	-0.2%	1.2%	-2.7%	.	-7.6%	-12.7%	-9.9%	-4.2%
O=S(=O)(NCCN1CCOCC1)c1ccc(Cl)s1	0.4%	14.2%	0.4%	-8.5%	4.2%	-0.9%	5.4%	6.5%
Cc1ccccc1C1CC(=O)Oc2cc(C)c(Cl)c(C)c21 (stereo not given)	4.2%	3.6%	-9.4%[81.3 µM]	.	4.0%	4.1%[119 µM]	-4.5%[81.4 µM]	-5.4%[81.3 µM]
CC(C)c1nc2c(c(=O)c3ccccc3n2C)c(=O)n1CCc1ccccc1	-2.7%	-1.0%	-5.7%	-0.7%	4.4%	-3.6%	?	-16.9%
CCC(C)[C@H](NC(=O)Nc1ccc(Oc2ccccc2)cc1)C(=O)O (stereo not given in full)	-0.6%	1.3%	0.5%	8.7%	-2.6%	-2.9%	-7.8%	-0.3%
O=C(Cc1cc(=O)[nH][nH]1)N/N=C/c1ccccc1[N+](=O)[O-]	?	6.2%	-1.7%	-10.4%	-3.5%	9.1%	?	-19.1%
O=C(Nn1cnc2ccccc2c1=O)c1ccccc1Cl	-1.5%	?	-13.6%	-1.1%	-15.3%	10.5%	-15.5%	-10.8%
COc1ccc(C(=O)NN2C(=O)C3C4C=CC(O4)C3C2=O)cc1 (stereo not given)	-3.7%	7.94µM*	-1.4%	5.2%	-3.4%	4.7%	-3.8%	0.8%
Cc1nn(Cc2ccc(C(=O)Nc3ccccc3F)cc2)c(C)c1Cl	-0.8%	-0.4%	-0.2%	-21.3%	1.0%	-6.9%	4.7%	1.7%
CCCN(CC1CC1)C(=O)CSc1nnc(-c2ccco2)n1N	-3.2%	31.6µM*	-6.4%	.	0.6%	-5.1%	-16.7%	-15.5%
Cn1c(=O)cc(OCCCC(=O)NCCC2=CCCCC2)c2ccccc21	-1.3%	-0.4%	-0.7%	.	1.8%	2.4%	-11.1%	-8.7%
COC(=O)c1ccc(N2CCN(C)CC2)c(NC(=O)c2cc3ccccc3o2)c1	5.6%	6.1%	7.2%	-4.4%	7.1%	17.2%	-0.6%	4.8%
Cc1ccnc(NC2c3ccccc3C(=O)N2Cc2ccccc2Cl)c1 (stereo not given)	-1.1%	?	-14.0%	4.8%	-10.4%	4.8%	-11.3%	-13.8%
O=C1C2C3C=CC(C2C(=O)N1C1CCCCC1)C1C2C(=O)N(C4CCCCC4)C(=O)C2C31 (stereo not given)	1.8%	1.41µM*	-3.5%	12.2%	4.9%	1.7%	-5.5%	-0.5%
Cc1nc2cncc(Br)c2n1C	-3.8%	4.9%	6.7%	4.1%	1.8%	14.4%	2.4%	7.7%
Cc1cc(OCC(=O)O/N=C(\N)c2ccccc2)cc(C)c1Cl	1.0%	-8.3%	?	2.6%	-5.0%	-8.6%	?	-21.8%
Cc1ccc(S(=O)(=O)Nc2nc3c(s2)C(=O)CC(C)(C)C3)cc1	-1.1%	31.6µM*	-9.8%	-24.0%	3.4%	11.0%	2.7%	4.3%
O=[N+]([O-])c1cc(CN2CCC(O)CC2)ccc1Cl	-0.9%	?	-3.0%	6.1%	2.7%	-0.4%	-3.9%	-1.9%

The closing 2 compounds of the section above are carried over, then new ones follow.
SMILES	TR SRC2 fluor cs	ALDH1A1 inh	Tau fibril FP	L3MBTL1 inh	TRb SRC2 PPI	aGal spleen mod	Tau ThT inhib	Tau fluor cs
Cc1ccc(S(=O)(=O)Nc2nc3c(s2)C(=O)CC(C)(C)C3)cc1	-1.1%	31.6µM*	-9.8%	-24.0%	3.4%	11.0%	2.7%	4.3%
O=[N+]([O-])c1cc(CN2CCC(O)CC2)ccc1Cl	-0.9%	?	-3.0%	6.1%	2.7%	-0.4%	-3.9%	-1.9%
Cn1nc(C(=O)Nc2nc3ccccc3[nH]2)ccc1=O	0.2%	13.0%	8.0%	7.6%	0.5%	-1.4%	-0.9%	4.9%
CCOc1ccc(-c2oc3ccccc3c(=O)c2O)cc1OCC	-22.0%	.	-1.3%	.	4.4%	.	?	?
O=C(Nc1ccc2c(c1)OCCO2)c1cccs1	-6.7%	?	-1.4%	7.5%	-8.4%	-8.4%	-6.4%	-5.1%
COc1ccc(Cl)cc1N(CC(=O)Nc1ccccc1SC)S(C)(=O)=O	-0.7%	-3.3%	-0.3%	-9.3%	-1.6%	-3.3%	-4.2%	-11.1%
CCCn1c(=N)n(CC(=O)C(C)(C)C)c2ccccc21	0.8%	0.6%	-7.2%	-1.8%	-4.9%	14.1%	-0.6%	-3.4%
CC(C)NC(=S)N/N=C1\CCCCC1C1CCCCC1 (stereo not given)	-1.5%	6.31µM*	-4.0%	.	-2.6%	4.5%	?	-16.4%
COC(=O)c1ccccc1NC(=O)C1CC(=O)N(c2ccc(C)cc2)C1 (stereo not given)	0.3%	0.3%	2.4%	.	5.3%	-5.2%	-7.2%	-1.1%
CCOC(=O)C1CCN(C(=O)CN(c2ccc(Cl)c(C(F)(F)F)c2)S(C)(=O)=O)CC1	-6.3%	0.4%	-6.4%	.	-5.7%	-0.8%	-6.0%	-9.0%
